MOR-DOR inv ag = inverse agonists of MOR-DOR heterodimerization, primary screen, cell-based, luminescence; Mu-type opioid receptor (Homo sapiens) + Delta-type opioid receptor (Homo sapiens), …; cell-based MOR-DOR heterodimer luminescence, inverse agonism; inhibition, % at 9.3 µM; 0.21% of 340,000 active; AID 504357, 2011; in the data active means inhibition above about 22%, passing the limit was not always enough;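 further: 0% = cells with DMSO and 100% = wells without cells with DMSO; values of inactives mirror those of a sister screen read the other way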
Target sequence (P35372 whole entry, looked up): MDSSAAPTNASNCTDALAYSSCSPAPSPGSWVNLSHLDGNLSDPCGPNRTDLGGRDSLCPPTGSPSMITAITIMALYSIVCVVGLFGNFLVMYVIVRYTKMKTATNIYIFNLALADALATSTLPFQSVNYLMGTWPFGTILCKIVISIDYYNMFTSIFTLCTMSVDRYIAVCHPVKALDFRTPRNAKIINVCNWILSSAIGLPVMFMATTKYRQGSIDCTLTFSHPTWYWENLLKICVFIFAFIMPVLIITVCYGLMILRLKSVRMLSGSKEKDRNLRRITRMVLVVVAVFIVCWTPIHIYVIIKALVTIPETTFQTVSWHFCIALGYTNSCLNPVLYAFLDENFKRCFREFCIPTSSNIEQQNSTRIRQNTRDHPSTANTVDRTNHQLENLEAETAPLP
Target sequence (P41143 whole entry, looked up): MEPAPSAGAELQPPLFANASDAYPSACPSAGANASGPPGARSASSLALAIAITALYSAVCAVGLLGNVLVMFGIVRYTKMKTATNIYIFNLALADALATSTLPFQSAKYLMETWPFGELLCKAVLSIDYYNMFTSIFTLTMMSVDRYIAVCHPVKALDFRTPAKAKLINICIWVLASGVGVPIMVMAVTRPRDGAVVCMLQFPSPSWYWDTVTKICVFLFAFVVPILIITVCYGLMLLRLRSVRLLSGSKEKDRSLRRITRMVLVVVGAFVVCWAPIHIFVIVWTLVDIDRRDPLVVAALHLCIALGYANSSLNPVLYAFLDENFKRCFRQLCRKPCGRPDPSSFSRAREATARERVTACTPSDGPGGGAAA
Tat transport = E. coli Tat export inhibitors, primary screen, MC4100, TorA-mCherry reporter, fluorescence, single point. inhibition, % at 10 µM. 0.036% of 340,000 active. AID 488895, 2010;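 active means mean replicate inhibition at least 50% and at least half of replicates individually reaching 50%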;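 further: exported cargo escapes ClpAP degradation while cytoplasmic cargo is degraded and loses fluorescence; 0% = median of neutral control wells and 100% = median of NaSCN control wells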
HTR5A inv ag = HTR5A inverse agonists in luminescence cell assay, primary screen, counter-screen for OPRM1-OPRD1 heterodimer inverse agonist project, full-deck HTS | 5-hydroxytryptamine receptor 5A (Homo sapiens), P47898 | HTR5A cell line, inverse agonism | inhibition, % at 9.3 µM | 0.083% of 340,000 active; in the data active means inhibition mostly above about 23%, no sharp cut-off; inactive means mostly below about 18%;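 further: 0% = cells with DMSO and 100% = no-cell wells with DMSO; some compounds called inactive have numbers as strong as hits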
PKA-R2B act = activators of PKA-R2B holoenzyme, primary screen, biochemical, fluorescence polarization, Cy5-IP20, human. activation, % at 11.4 µM. PKA-R2B holoenzyme dissociation; R2B truncated from residue 108, S112A mutant; 0% DMSO only, 100% 113 µM cGMP. 0.079% of 340,000 active. cAMP-dependent protein kinase catalytic subunit beta (Homo sapiens) + cAMP-dependent …;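 active means activation above a cutoff set at the mean over all compounds plus 3 SD, cut at about 18% in these data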;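 further: higher means more holoenzyme dissociation and a rise in polarization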
OPRM1-OPRD1 ag = agonists of OPRM1-OPRD1 heterodimerization, primary screen, cell-based, luminescence; Mu-type opioid receptor (Homo sapiens) + Delta-type opioid receptor (Homo sapiens), …; cells; activation, % at 9.3 µM; 0.3% of 340,000 active; AID 504326, 2011; in the data active means activation above about 18%;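 further: 0% = vehicle-treated cells and 100% = reference agonist; values of inactives mirror those of a sister screen read the other way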
phage Ecoli inh = growth loss of phage-infected E. coli, primary screen, RecBCD inhibitor project, absorbance, with phage, HTS; inhibition, % at 11.9 µM; 0.26% of 360,000 active; in the data active means inhibition above about 11%
Mot1-301 SUMO = yeast Mot1-301 growth rescue at high temperature, primary screen, SUMOylation pathway inhibitor project, S. cerevisiae, ATP luminescence, 38.5C; 1% of 320,000 active; S. cerevisiae Mot1-301 growth rescue; percent above DMSO median, 100 means doubled; AID 2716, 2010; growth rescue, % at 18.8 µM;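 active means every valid replicate shows activation above 250% relative to neutral control wells; inactive means the rest, any valid replicate at or below 250%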;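 further: OY570 slx delta 5 strain wells were the positive control but not used for scaling; some compounds called inactive have numbers as strong as hits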
PKA-R1A activ = activators of PKA-R1A holoenzyme, primary screen, biochemical, fluorescence polarization, Cy5-IP20, bovine R1A, mouse PKAc | PKA-R1A dissociation; scaled: DMSO 0%, 113 µM cGMP 100% | activation, % at 11.4 µM | 0.083% of 340,000 active;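 active means percent activation above the mean of all tested compounds plus 3 SD, cut at about 19% in these data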;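 further: higher means more PKAc released from R1A so a rise in polarization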
AddAB inh = growth inhibition of E. coli expressing H. pylori AddAB, primary screen, AddAB inhibitor project, absorbance. inhibition, % at 11.9 µM. 0.29% of 330,000 active. AID 435030, 2010; in the data active means inhibition above about 12%;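 further: 0% = vehicle wells of infected cells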
Ecoli viability = E. coli V3065 growth inhibition, primary screen, counter-screen for AddAB inhibitor project, absorbance, OD600. 18 h. inhibition, % at 11.9 µM. 0.27% of 330,000 active;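 active means inhibition above the campaign's mean inhibition across all tested compounds plus 3 SD, cut at about 9.9% in these data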;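 further: uninfected addAB+ strain grown without phage in ampicillin broth; 0% = DMSO wells and 100% = ciprofloxacin 0.95 µg/ml wells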
PfHsp90 set2 = growth inhibition of PfHsp90-expressing yeast, primary screen, antimalarial PfHsp90 inhibitor project, S. cerevisiae, BacTiter-Glo luminescence, single point, set 2. BacTiter-Glo ATP, 48 h; yeast lacking PDR1 and PDR3 efflux regulators. 0.32% of 310,000 active. inhibition, % at 9.4 µM. AID 504621, 2011;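 active means every replicate shows inhibition above about 80%, whatever the replicate mean, limit read from the data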;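 further: 0% = DMSO neutral controls and 100% = 20 µM radicicol positive controls; yeast relying on Plasmodium falciparum Hsp90 in place of its own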
Numbers without * were called inactive; i = inactive; x = no result given.

SMILES	MOR-DOR inv ag	Tat transport	HTR5A inv ag	PKA-R2B act	OPRM1-OPRD1 ag	phage Ecoli inh	Mot1-301 SUMO	PKA-R1A activ	AddAB inh	Ecoli viability	PfHsp90 set2
CC1CCc2c(sc(Nc3nc4c(F)cccc4s3)c2C(N)=O)C1 (stereo unspecified)	-20.6	-4.7	-3.8	-7.7	4.0	2.8	-8.5	-3.1	0.8	0.7	-2.6
CC(C)(C)n1nnnc1C(c1cccs1)N1CCN(Cc2ccccc2)CC1 (stereo unspecified)	-11.0	15.4	13.7	0.0	1.8	0.9	7.4	-7.4	-1.1	-4.4	14.5
COCC(C)NC(=O)COc1nncc2ccccc12 (stereo unspecified)	3.9	-3.4	0.6	-4.1	-0.8	1.9	2.4	-4.4	5.5	-1.7	x
CC(C)c1onc(C(=O)N2C(C)CCCC2C)c1[N+](=O)[O-] (stereo unspecified)	9.4	-1.8	20.0	-5.2	-1.6	2.3	2.6	-6.8	1.5	2.3	8.2
COc1ccc(CN2CCN(S(=O)(=O)c3ccc(C)cc3)CC2)cc1Br	-2.1	17.5	-6.1	-10.2	0.4	2.7	-5.6	-12.1	1.9	-0.7	-29.4
CC[N+]1(CC)CC2=Cc3c(ccc4ccccc34)CC2C1 (stereo unspecified)	4.3	-0.9	5.5	-4.3	-0.8	3.1	22.7	0.9	0.2	-0.1	-3.1
CC(C)(C)c1ccccc1OCCOCCSc1ncccn1	-25.6	9.9	-5.8	0.8	4.2	2.8	i	0.4	3.1	0.5	-15.3
Nc1nonc1-c1noc(-c2ccc(Br)o2)n1	6.6	-3.4	-1.0	-10.3	-1.1	1.3	x	-7.5	3.2	0.1	4.5
CCOC(=O)c1ccc(NC(=S)N2CCCC2c2ccc(OC)c(OC)c2)cc1 (stereo unspecified)	2.9	12.2	-14.8	3.2	-0.5	5.9	-4.9	4.3	-0.1	0.6	-14.3
O=C(/C=C/c1cccc([N+](=O)[O-])c1)NC1CC2CCC1C2 (stereo unspecified)	5.4	-12.2	-8.1	7.8	-0.9	2.4	-3.5	12.4	3.1	-0.2	5.5
NC(=O)c1nn(-c2ccccc2)nc1NC(=O)CSc1nnnn1-c1ccc(Cl)cc1	10.6	-5.7	2.6	0.2	-2.0	3.9	-0.5	-12.7	0.2	0.2	-12.8
Cc1occc1C(=O)Nc1c(Cl)cccc1Cl	19.8	2.1	0.5	3.0	-3.7	-2.3	-10.8	-7.8	2.1	1.7	-3.5
CCc1noc(C)c1C(=O)NC1CCCc2c1cnn2-c1cc(C)cc(C)c1 (stereo unspecified)	7.2	3.2	-3.0	-9.8	-1.4	1.3	5.4	-10.9	1.2	-1.5	8.7
O=C(NCc1ccco1)c1cccc(C(F)(F)F)c1	11.7	-8.0	6.4	4.4	-2.4	1.1	-7.1	-1.0	-0.2	0.6	x
COc1ccc2c(c1OC)C(=O)N1C2SC(C)(C)[C@H]1C(=O)NCCCOC(C)C (stereo partly specified)	19.4	0.4	-3.0	2.6	-4.3	-0.2	34.4	4.0	-1.1	0.0	-33.8
CCc1cccc(CC)c1NC(=O)CN1C2CCCC1CC(NC(=O)Nc1cccc(OC)c1)C2 (stereo unspecified)	-1.4	1.8	-13.2	-4.8	0.3	1.6	-1.9	3.7	-1.2	-1.8	x
Cc1ccc(C(=O)Oc2ccc(C(=O)COC(=O)c3cnccn3)cc2)cc1	9.9	0.7	1.6	4.8	-2.0	3.3	x	-3.4	1.0	-0.6	x
O=C(c1ccc2c(c1)OCCO2)N1CCCCC1	12.4	0.7	0.7	-4.1	-2.5	2.2	x	-2.1	0.0	0.5	-9.4
Cc1nc2ccccc2c2c1CC(C)S2 (stereo unspecified)	-0.1	-0.5	-14.3	3.3	0.0	1.5	2.2	-1.2	0.0	0.7	-16.6
O=C(CSc1ccccc1C(=O)O)c1ccc(Cl)cc1	22.0	-2.6	-10.4	-0.6	-4.9	0.5	-14.0	-8.4	-2.0	-4.1	-4.8
CCC(C)NC(=O)c1ccc(C)c(NC(=O)C2=C(C)OCCS2)c1 (stereo unspecified)	20.5	6.7	1.2	-4.4	-4.5	0.0	60.8	-0.8	0.8	-3.4	19.1
O=C(NCc1ccc2c3c(cccc13)C(=O)N2)c1cccs1	6.7	-6.0	-1.2	3.9	-1.3	-3.2	x	-3.5	x	x	36.8
COc1cc(CNCc2ccccn2)ccc1OCC(=O)NC(C)(C)C	7.8	1.0	-0.1	-6.7	-1.2	2.2	-5.6	-6.8	4.1	-0.9	-13.1
COc1ccc(S(=O)(=O)NC(N)=NCCc2ccccc2)cc1	10.7	-8.1	14.2	-12.3	-1.5	4.5	-12.9	-3.9	-2.2	-1.7	12.6
CC(=O)NC(NC(C)=O)c1ccc(N(C)C)cc1	5.1	-1.6	2.8	-1.9	-1.0	2.8	-2.9	6.7	-1.3	0.2	-56.8

As a working copy, some entries already given:
SMILES	MOR-DOR inv ag	Tat transport	HTR5A inv ag	PKA-R2B act	OPRM1-OPRD1 ag	phage Ecoli inh	Mot1-301 SUMO	PKA-R1A activ	AddAB inh	Ecoli viability	PfHsp90 set2
COc1ccc(CN2CCN(S(=O)(=O)c3ccc(C)cc3)CC2)cc1Br	-2.1	17.5	-6.1	-10.2	0.4	2.7	-5.6	-12.1	1.9	-0.7	-29.4
CC[N+]1(CC)CC2=Cc3c(ccc4ccccc34)CC2C1 (stereo unspecified)	4.3	-0.9	5.5	-4.3	-0.8	3.1	22.7	0.9	0.2	-0.1	-3.1
CC(C)(C)c1ccccc1OCCOCCSc1ncccn1	-25.6	9.9	-5.8	0.8	4.2	2.8	i	0.4	3.1	0.5	-15.3

Next records.
SMILES	MOR-DOR inv ag	Tat transport	HTR5A inv ag	PKA-R2B act	OPRM1-OPRD1 ag	phage Ecoli inh	Mot1-301 SUMO	PKA-R1A activ	AddAB inh	Ecoli viability	PfHsp90 set2
Cc1noc(C)c1C(=O)Nc1sc2c(c1C(N)=O)CCC2	13.2	-4.3	12.3	0.6	-2.5	2.0	-2.0	-10.2	-1.9	-3.6	-9.4
Cc1cnc(NC(=O)Cc2c[nH]c3ccccc23)s1	5.9	-9.2	-22.5	-0.1	-1.1	3.8	-13.1	-3.4	2.0	-1.7	-8.7
Cc1c(C(=O)OCCN2CCCCC2)oc2ccccc12	-15.3	9.1	-6.0	-2.6	2.8	4.7	8.9	-1.8	-0.4	0.7	x
COc1ccc(CN(CC2CCCO2)C(=O)CN2C(=O)C(C)Oc3ccc(C)cc32)cc1OC (stereo unspecified)	22.5	-1.0	-8.5	-5.0	-3.7	2.2	6.6	-11.5	3.4	-0.5	18.1
COc1cc(S(=O)(=O)N2CCN(C)CC2)c(OC)cc1Br	9.6	12.8	11.1	-4.5	-2.1	1.0	0.9	-10.1	2.1	-2.5	3.6
CCOc1ccccc1NC(=O)C1CCN(S(=O)(=O)c2cccc3cccnc23)CC1	8.9	1.0	2.5	1.3	-1.8	2.4	5.5	2.3	3.4	-0.8	1.3
COc1ccc(OC)c(S(=O)(=O)NCc2ccccn2)c1	12.1	-3.2	-6.3	4.7	-2.5	2.4	-10.5	-10.2	2.0	-0.7	3.4
O=C(O)c1cc([N+](=O)[O-])ccc1NCCc1ccccc1	21.2	2.3	-10.4	-4.7	-4.2	-0.3	-0.5	4.2	0.8	-0.1	-4.1
CC(OC(=O)/C=C/c1cccc(F)c1)C(=O)NC1CCCCC1C (stereo unspecified)	17.6	-0.9	6.6	0.7	-3.3	2.3	2.7	5.9	-2.1	0.6	-8.2
CNC(=S)N1CCc2cc(OC)c(OC)cc2C1	4.0	5.2	20.0	-13.5	-0.8	0.5	-18.1	-17.8	0.6	-0.2	-8.4
CCn1c(=O)c2cc(C(=O)N(C)c3ccc(OC)cc3OC)sc2c2ccccc21	5.0	8.4	4.7	7.8	-1.0	-0.8	9.6	-10.4	-0.9	-1.4	-0.3
N/C(=N/OCc1cccc([N+](=O)[O-])c1)c1nonc1N	6.3	-1.1	5.2	-2.5	-1.2	1.0	11.7	0.6	1.7	0.7	-20.9
CC1(C)C(=O)Nc2ccccc2N1C(=O)COC(=O)Cc1c(F)cccc1Cl	-5.1	-5.1	-3.2	-3.8	0.8	0.9	-10.4	2.8	1.2	-0.1	-11.2
Cc1onc(-c2ccccc2)c1C(=O)NC1CCC(C)CC1 (stereo unspecified)	6.5	-6.5	1.5	-9.1	-1.6	-0.1	-3.7	3.3	-0.4	-0.9	10.3
Cc1csc2c(N3CCN(C(=O)Nc4ccccc4)CC3)ncnc12	2.3	-4.1	-20.5	-2.2	-0.5	1.0	2.1	10.4	1.1	-2.8	-5.3
CCC(C(=O)NC(CC(=O)O)c1ccc(Cl)cc1)c1ccccc1 (stereo unspecified)	5.6	12.2	4.1	-3.2	-1.2	2.1	-12.8	4.5	2.6	0.3	22.0
O=C(COC(=O)c1cc(=O)c2ccccc2o1)NCc1ccccc1	23.9	1.4	-3.9	2.1	-4.9	3.0	x	-6.2	x	x	-25.5
COc1cc(C2Nc3cccc4cccc(c34)N2)cc(OC)c1O	-0.3	-3.6	17.2	8.2	0.1	0.2	-21.3	2.3	-1.0	-0.1	14.5
Cc1cn([C@H]2C[C@H](O)[C@@H](CCC(=O)NCCN3CCCCC3)O2)c(=O)[nH]c1=O	16.2	-8.7	1.2	-3.9	-3.3	3.1	x	-0.8	1.1	0.9	-3.4
O=C(CN1CCN(c2ccc(F)cc2)CC1)NCc1cccs1	0.7	-1.2	0.2	-7.0	-0.1	-0.5	1.7	1.4	5.7	1.7	-10.6
O=C(NC(=S)Nc1ccc(S(=O)(=O)N2CCCC2)cc1)C1CCC1	11.4	5.3	9.5	9.1	-2.2	0.8	-0.2	-15.5	4.8	-1.9	-7.1
Cc1nn(-c2ccccc2)c(Cl)c1C1C(C#N)=C(N)Oc2n[nH]c(C)c21 (stereo unspecified)	9.3	3.7	-6.6	-3.5	-2.2	4.6	-14.7	-0.2	2.2	0.0	6.6
COC(=O)CNC(=O)C(Cc1c[nH]c2ccccc12)NC(=O)OC(C)(C)C (stereo unspecified)	-10.4	-3.5	3.6	11.9	1.8	1.6	3.9	1.0	3.3	-1.5	11.5
CCn1cc(C(=O)NC2CCCCCC2)c(=O)c2cc(S(=O)(=O)N3CCCCC3)ccc21	14.4	-6.1	8.4	2.1	-2.9	2.4	-10.0	-10.8	4.0	-0.2	12.0
O=C(Cc1cccs1)NCc1cccc(CNC(=O)Cc2cccs2)c1	1.5	-4.7	9.0	3.3	-0.2	4.4	-1.2	-0.7	3.6	-1.3	-20.7
